# CHT PAM – allosterically activates the human high affinity choline transporter; CHT-expressing cells, membrane potential dye, choline EC20; stronger effect = higher value; LV-AA mutant CHT in HEK293 cells; B-score at 10 µM; hit rate 0.49% among 310,000; AID 488977; Q9GZV3;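 active = initial fluorescence not abnormally high and integrated response B-score, plate-corrected, over 3 SD above library mean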
# Target sequence (Q9GZV3 whole entry, looked up): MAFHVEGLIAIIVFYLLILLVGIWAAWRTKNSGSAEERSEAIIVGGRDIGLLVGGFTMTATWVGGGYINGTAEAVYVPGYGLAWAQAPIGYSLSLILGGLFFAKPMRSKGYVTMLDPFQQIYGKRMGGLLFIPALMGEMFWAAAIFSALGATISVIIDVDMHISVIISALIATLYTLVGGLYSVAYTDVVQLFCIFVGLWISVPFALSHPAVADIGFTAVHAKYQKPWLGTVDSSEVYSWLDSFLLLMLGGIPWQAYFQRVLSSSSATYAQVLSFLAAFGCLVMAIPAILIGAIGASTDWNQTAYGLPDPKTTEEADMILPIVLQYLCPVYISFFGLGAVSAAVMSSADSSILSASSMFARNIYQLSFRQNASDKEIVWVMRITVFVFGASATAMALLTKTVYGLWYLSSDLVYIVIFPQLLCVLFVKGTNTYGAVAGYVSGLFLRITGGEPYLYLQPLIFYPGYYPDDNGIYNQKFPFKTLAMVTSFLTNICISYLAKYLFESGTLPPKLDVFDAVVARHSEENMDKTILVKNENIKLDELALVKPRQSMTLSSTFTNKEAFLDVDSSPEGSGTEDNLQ
# CHT block – inhibits the human high affinity choline transporter; Q9GZV3; CHT-expressing cells, membrane potential dye, choline response; stronger effect = lower value; B-score at 10 µM; hit rate 0.86% among 310,000; AID 488975;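 active = B-score over 3 SD under the library average, and starting fluorescence ratio not unusually high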;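 also: choline stimulus applied at its EC90 after an EC20 pre-addition; B-score computed on integrated fluorescence ratio after choline addition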
# An asterisk follows results filed as active; i = inactive. Compounds were not picked by outcome; 1.5% or so of the library scored in one or more.
smiles,CHT PAM,CHT block
CC(C)Cc1nnc(NC(=O)CCC(=O)N2CCN(Cc3ccc(F)cc3)CC2)s1,i,i
CC1=NN(C(N)=S)C(=O)C1N=Nc1ccccc1Cl (stereo unspecified),i,i
Cc1cc(C)cc(N(C(=O)c2csnn2)C(C(=O)NC2CCCCC2)c2ccncc2)c1 (stereo unspecified),i,i
COc1ccccc1N1CCN(C2CC(=O)N(C)C2=O)CC1 (stereo unspecified),i,i
Cc1cc(C(C)(C)C)oc1C(=O)N(CC(=O)NC1CCCC1)c1c(C)cccc1C,i,i
Cc1ccccc1C(O)c1cccnc1 (stereo unspecified),i,i
O=C(CSc1n[nH]c(=O)[nH]c1=O)N1CCCCCC1,i,i
COc1ccc(C2(CNC(=O)CCC(=O)O)CCCC2)cc1OC,i,i
CCCCN(CCCNC(=O)c1ccc2nc(N3CCOCC3)sc2c1)Cc1ccccc1,i,i
Brc1ccccc1/C=N/Nc1ccc2ccccc2n1,i,i
COc1ccc(C2CC(=O)N3CN(c4ccccc4F)CSC3=C2C#N)cc1OC (stereo unspecified),i,i
COc1ccc(NC(=O)c2ccccc2Cl)cc1NC(=O)CN1CCOCC1,i,i
O=C(CSc1nncc2ccccc12)N1CCOCC1,i,i
Cc1ccc(C(=O)CN2C(=O)NC3(CCc4ccccc43)C2=O)c(C)c1 (stereo unspecified),i,i
COc1ccc(S(=O)(=O)N2CCC(NC(=O)c3cccc(F)c3)CC2)cc1,i,i
CCOc1ccc(N/C=C/C(=O)c2ccc3ccccc3c2)c([N+](=O)[O-])c1,i,i
O=S(=O)(c1cccc2c(S(=O)(=O)N3CCCC3)cccc12)N1CCCC1,i,i
CN1CCN(S(=O)(=O)c2ccc(NC(=S)NC(=O)C3CCC3)cc2)CC1,i,i
CCN(CC)S(=O)(=O)c1ccc(OCCNS(C)(=O)=O)cc1,i,i
CCn1cc(C(=O)O)c(=O)c2cc(F)c(N3CCN(C(=S)NC(=O)c4ccccc4Br)CC3)cc21,i,i
N#CCCN1C(=O)C2(OCCO2)c2ccccc21,i,i
COC(=O)[C@H](CCSC)NC(=O)NCc1ccc(S(N)(=O)=O)cc1,i,i
Cc1cc(C(=O)Nc2ccc3c(c2)OCO3)cs1,i,i
Cc1ccc2c(c1)C(c1ccncc1)=NNC(c1cccnc1)=N2,i,i
CCCN1CCC(=O)N([C@H](CSc2ccccc2)Cc2ccccc2)CC1,i,i
Cc1ccc2c(CSc3nnc4ccccn34)cc(=O)oc2c1C,i,i
COc1ccc(C(=O)N/C(=C/c2cccs2)C(=O)NCCCn2ccnc2)cc1OC,i,i
O=C(Nc1cc(Sc2ccccn2)cc([N+](=O)[O-])c1)c1cccc(F)c1,i,i
Cc1cccn2c(=O)c(C=Nc3ccccc3)c(NCCO)nc12,i,i
Cc1cc(=O)oc2cc(OCC3CC(c4ccccc4)=NO3)ccc12 (stereo unspecified),i,i
O=C1CC[C@@H](OCc2ccccc2)CCN1CC[C@H](Sc1ccccc1)c1ccccc1,i,i
Cc1cc(C)c[n+](C(C)C(=O)c2ccc(-c3ccccc3)cc2)c1 (stereo unspecified),i,i
CNC(=S)NCC(O)c1ccc([N+](=O)[O-])cc1 (stereo unspecified),i,i
Cc1cccc(N2CCN(C(=O)CSCc3c(C)noc3C)CC2)c1C,i,i
COc1ccc(NC(=O)Cn2c(=O)n(Cc3ccco3)c(=O)c3ccccc32)cc1,i,i
COc1ccc(/C=N/N(C)C2=NS(=O)(=O)c3ccccc32)cc1,i,i
CCCOc1ccc(N2C(=O)CC(SCCc3nc4ccccc4[nH]3)C2=O)cc1 (stereo unspecified),i,i
Cc1ccc(Cl)cc1N1CCN(C(=O)COc2ccc3c(c2)CCC3)CC1,i,i
Cc1cc(NC(=O)CCC(=O)N(c2ccc(F)cc2)C2(C(=O)NC3CCCCC3)CCCC2)no1,i,i
COc1ccc(C(=O)O)cc1NC(=S)NC(=O)CSc1ccc(Cl)cc1,i,i

# Compound profiles, as listed above.
# COc1ccc(C(=O)O)cc1NC(=S)NC(=O)CSc1ccc(Cl)cc1 is entered as CHT PAM = i; CHT block = i
# Cc1cc(NC(=O)CCC(=O)N(c2ccc(F)cc2)C2(C(=O)NC3CCCCC3)CCCC2)no1 is entered as CHT PAM = i; CHT block = i
# CNC(=S)NCC(O)c1ccc([N+](=O)[O-])cc1 (stereo unspecified) is entered as CHT PAM = i; CHT block = i

# (further entries)
smiles,CHT PAM,CHT block
O=C(CN(C(=O)CNS(=O)(=O)c1ccccc1)c1ccc2c(c1)OCCO2)NCc1ccco1,i,i
Cc1c(C(=O)NC(C)CN2CCCCC2)oc2ccccc12 (stereo unspecified),i,i
O=C(CCCc1ccccc1)NCCS(=O)(=O)N1CCN(c2ccc(F)cc2)CC1,i,i
Cc1cc(C)cc(NC(=S)NCc2ccc(F)cc2)c1,i,i
COc1ccc(/C=C2\C(=N)N3N=C(CC(=O)N4CCOCC4)SC3=NC2=O)cc1,i,i
COc1c(C)c2c(c(O)c1C/C=C(\C)CCC(=O)O)C(=O)OC2,i,i
CCC(C)(C)NC(=O)C(c1ccc(C)cc1)N(CC1CCCO1)C(=O)CNC(=O)c1cccs1 (stereo unspecified),i,i
O=C(NCCOc1ccccc1)c1ccccc1NC(=O)C1CCCO1 (stereo unspecified),i,i
Cc1ccc(-c2nc(=S)c3c(n2Cc2ccco2)CC(C)(C)OC3)cc1,11.6*,i
COc1cccc2sc(Nc3nnc(-c4ccccc4Cl)o3)nc12,i,i
O=C(NCCc1cccs1)C1CC1,i,i
Cc1ccc(S(=O)(=O)c2nc(-c3cccs3)oc2NCCCN(C)C)cc1,i,i
O=C(c1ccco1)N1C(=O)c2cccc3c(S(=O)(=O)N4CCCC4)ccc1c23,i,i
COc1ccc(-c2nc3c(c4nnc(SC(C)C(=O)Nc5ccccc5)n24)COC(C)(C)C3)cc1 (stereo unspecified),i,i
Nc1nnc(-c2cccc([N+](=O)[O-])c2)s1,i,i
CCCCCc1c(O)nc(SCCN(CC)CC)[nH]c1=O,i,i
CCCOC(=O)c1ccc(NS(=O)(=O)c2cccs2)cc1,i,i
Cc1ccc(OCc2cc(C(=O)NCc3cnn(-c4cccc(F)c4)c3)no2)cn1,i,i
COc1ccc(C(=S)N2CCOCC2)cc1OC(=O)c1ccc(C)cc1,i,i
COc1ccc(CN(C)C(=O)c2cc(S(=O)(=O)N3CCOCC3)ccc2N2CCCC2)cc1,i,i
CCOC(=O)C1(Cc2cccc(OC)c2)CCN(Cc2cc(OC)ccc2OC)CC1,i,i
Cc1onc(-c2c(F)cccc2Cl)c1C(=O)ONC(=O)c1ccco1,i,i
Cc1nn2c(=O)c(NC(=O)c3ccc(F)cc3)cnc2s1,i,i
Cc1ccc2c(c1)N(CC(=O)N1CCCc3ccccc31)C(=O)C(C)O2 (stereo unspecified),i,i
COc1ccc(OC(C)C(=O)N(C)Cc2nc(-c3ccc(C)cc3)no2)cc1 (stereo unspecified),i,i
COc1ccc(CCNC(=O)c2cc(=O)[nH]c3ccccc23)cc1,i,i
CN(C)C=Nc1nonc1-c1ccccc1,i,i
CCN(Cc1ccccc1)C(=O)C1CCN(c2ncnc3c2nc2n3CCCCC2)CC1,i,i
COc1ccc2[nH]c(C)c(CCNC(=S)Nc3cccc(C)c3)c2c1,i,i
O=C(NCc1ccccn1)c1cc(-c2ccccc2Cl)nc2ccccc12,i,i
CC1(C)Oc2ccc3ccc(=O)oc3c2/C(=C/Nc2ccccn2)C1=O,i,i
COc1ccc(CCNC(=O)c2ccco2)cc1,i,i
O=C(CCN1C(=O)C2C3C=CC(C3)C2C1=O)N1CCN(c2ccccc2F)CC1 (stereo unspecified),i,i
NC(=O)c1sc2nc(-c3ccccc3)c3c(c2c1N)CCCC3,i,i
CN(C)S(=O)(=O)c1ccc(NC(=O)C2CCCN(C(=O)c3ccc(Cl)cc3)C2)cc1 (stereo unspecified),i,i
C/C(CC(=O)Nc1cccc(Cl)c1Cl)=N\NC(=O)c1ccccc1N,i,i
CN1CCN(C(=O)CSc2nc(-c3cccs3)ccc2C#N)CC1,i,i
CC(C)OC(=O)CSc1nc(N)c(C#N)c(-c2ccco2)c1C#N,i,i
COC(=O)CSc1snnc1-c1ccc(Cl)c(Cl)c1,i,i
O=C(O)/C=C/c1ccc(S(=O)(=O)Nc2ccc(C(=O)NCC(=O)O)cc2)cc1,i,i
O=C1C(=O)N(CCCO)C(c2ccccc2)/C1=C(\O)c1ccc(Br)cc1 (stereo unspecified),i,i
O=C(N/N=C/c1sc(=O)[nH]c1-[n+]1ccc2ccccc2c1)c1ccccc1[O-],i,i
C/C(CC(=O)Nc1ccc(Cl)cc1Cl)=N\NC(=O)c1ccco1,i,i
CC1=NN=C(c2ccccc2)C(c2c[nH]c3ccccc23)N1O (stereo unspecified),i,i
COc1ccc(C(C(=O)NC2CCCCC2)N(C(=O)c2snc(C(N)=O)c2N)c2ccc(OC)cc2OC)cc1 (stereo unspecified),i,i
Cc1ccc(SCC(=O)OCn2nnc3ccccc3c2=O)cc1C,i,i
CCCCOP(=O)(OCCCC)C(O)c1ccc(N(C)C)cc1 (stereo unspecified),i,i
CCOC(=O)[C@@H]1[C@H]2COc3cc(OC)ccc3[C@@H]2N2C(=O)N(c3ccc(C(F)(F)F)cc3)C(=O)[C@@]12C,i,i
CC(C)C(OC(=O)c1cc2occc2n1C)C(=O)NCc1ccc2c(c1)OCO2 (stereo unspecified),i,i
CC(C)c1ccc(N(CC(=O)NCc2ccc(F)cc2)C(=O)c2snc(C(N)=O)c2N)cc1,i,i

# Part of the list above, field by field.
CCCCN(CCCNC(=O)c1ccc2nc(N3CCOCC3)sc2c1)Cc1ccccc1
  CHT PAM: i
  CHT block: i

Brc1ccccc1/C=N/Nc1ccc2ccccc2n1
  CHT PAM: i
  CHT block: i

COc1ccc(C2CC(=O)N3CN(c4ccccc4F)CSC3=C2C#N)cc1OC (stereo unspecified)
  CHT PAM: i
  CHT block: i

COc1ccc(NC(=O)c2ccccc2Cl)cc1NC(=O)CN1CCOCC1
  CHT PAM: i
  CHT block: i

# Other entries follow.
# Below each compound: CHT PAM	CHT block
O=C(CCc1nnc(C2(c3ccc(Cl)cc3)CCC2)o1)N1CCCC(O)C1 (stereo unspecified)
  i	i
O=C(OCC(=O)N(CCc1ccccc1)Cc1ccccc1)c1cccc(O)c1
  i	i
O=C(CCNC(=O)c1ccccc1Cl)Nc1cccc(C(F)(F)F)c1
  i	i
CN(CC(=O)Nc1ccc(Cl)c(C(F)(F)F)c1)C(=O)Cc1c[nH]c2ccccc12
  i	i
O=C(CSc1ccc(-c2nc3ccccc3[nH]2)cn1)Nc1ccc2c(c1)OCCO2
  i	i
c1cc2c(cnc3cscc32)s1
  i	i
Nc1ccccc1Nc1c(F)c(F)nc(F)c1Cl
  i	i
Cc1ccnc(NC(=O)C2CCN(S(=O)(=O)c3cccc4nsnc34)CC2)c1
  i	i
Cc1[nH]c2ccc(S(N)(=O)=O)cc2c1C
  i	i
Cc1ccc(Oc2nc3ccccn3c(=O)c2/C=C(\C#N)C(=O)Nc2c(C)n(C)n(-c3ccccc3)c2=O)cc1
  i	i
CCn1ncc(C2=NOC(C(=O)Nc3cnn(C45CC6CC(CC(C6)C4)C5)c3)C2)c1C (stereo unspecified)
  i	i
CCOC(=O)c1c(CC(C)C)csc1NC(=O)c1ccccc1C(=O)O
  i	i
COc1cc(N/C=C2\CC(=O)NC(C)=C2C#N)cc(OC)c1OC
  i	i
COC(=O)C1CCN(S(=O)(=O)c2ccc(OC)cc2)CC1
  i	i
COCCN(CCOC)C(=O)c1cc2c(=O)n3ccccc3nc2s1
  i	i
COc1ccc(CCC(=O)OCC(=O)Nc2ccc(C)c(S(=O)(=O)N(C)C)c2)cc1
  i	i
COc1ccc(CNC(=O)CCc2nc3cc(S(=O)(=O)N(C)C)ccc3n2C)cc1OC
  i	i
COc1ccc(-c2ccc(-c3noc(C(C)C)n3)c(OC)n2)cc1
  i	i
O=C(NCCO)c1cccc(Nc2nc(-c3ccccc3)c3cc(Cl)ccc3n2)c1
  i	i
COc1cc(C(=O)N/C(=C\c2cn(C)c3ccccc23)C(=O)N2CCOCC2)cc(OC)c1OC
  i	i
COCCCNC(=O)CSC1=Nc2ccccc2C2=NC(Cc3c[nH]c4ccccc34)C(=O)N12 (stereo unspecified)
  i	i
COc1ccccc1N1CCN(C(=O)c2ccc3[nH]c4c(c3c2)CC(C)CC4)CC1 (stereo unspecified)
  i	i
CN1/C(=C\C(=O)CSc2nnc(N)s2)C(C)(C)c2ccccc21
  i	i
CCN(CC)CCNC(=O)c1ccc(NC(=O)c2ccccc2-c2ccc(C(F)(F)F)cc2)cc1
  i	i
CCN(CC)CCNC(=O)c1ccc(NC(=O)C2CCN(S(=O)(=O)c3ccc4c(c3)OCCO4)CC2)cc1
  i	i
COc1ccc(-c2nn(-c3ccccc3)cc2C=O)cc1[N+](=O)[O-]
  i	i
CCOC(=O)c1c(=O)n(O)c2ccc(C)cc2[n+]1[O-]
  i	i
Cc1cccc(NC(=O)CSc2ccc(-c3ccco3)nn2)c1
  i	i
COc1cccc(NC(=O)Nc2ccccc2Br)c1
  i	i
CC(=O)Nc1cccc(N(C)C)c1
  i	i
COc1ccccc1CN1CCCC(C(=O)N2CCCCC2)C1 (stereo unspecified)
  i	i
COc1ccc(S(=O)(=O)Nc2cc(C(C)C)c(O)cc2C)cc1
  i	i
Cc1cccc(NC(=S)/N=C(\N)Nc2nc(C)c3ccccc3n2)c1
  i	i
